Compound activity from PubChem BioAssay.
Rpn11 block – Rpn11 (PSMD14) deubiquitinase inhibitors, primary screen, biochemical, fluorescence polarization, uHTS. 26S proteasome non-ATPase regulatory subunit 14 (Homo sapiens), O00487. human 26S proteasome, Ub4-pepOG fluorescence polarization; 20S core pre-blocked with epoxomicin. calls only at 20 µM. actives 0.59% (n = 360,000). AID 588493, 2011;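 active = inhibition at 20 µM, scaled to each plate's controls, above about 33%, limit read from the data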
LMPTP block – LMPTP phosphatase inhibitors, primary screen, biochemical, fluorescence intensity, uHTS. Low molecular weight phosphotyrosine protein phosphatase (Homo sapiens), P24666. recombinant LMPTP-A, OMFP fluorogenic substrate. inhibition, % at 20 µM. actives 0.22% (n = 360,000). AID 651560, 2012;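 active = compounds that cut the enzyme signal by at least half of the control window in the single-dose screen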;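 note: plate controls were DMSO wells with enzyme plus substrate for no effect and substrate without enzyme for full effect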
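Test system – LMPTP-A enzyme · Amount – LMPTP-A at 0.625 nM final in the reaction · Buffer or medium – Bis-Tris pH 6.0, DTT, detergent · Reagent – OMFP 400 µM · Doses – single 20 µM dose · Schedule – reaction 50 min, room temperature, dark · Detection – fluorescence intensity of OMFP turnover product · Evaluation – percent inhibition versus substrate-only and uninhibited controls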
SUMO1 PPI mod – modulators of SUMO1 protein-protein interactions, primary screen, biochemical, uHTS; SUMO1 binding to a labelled peptide, TR-FRET, 1 h; actives 0.33% (n = 360,000); inhibition, % at 20 µM; Small ubiquitin-related modifier 1 (Homo sapiens), P63165; in the data active = inhibition above about 37%
Target sequence (P63165 whole entry, looked up): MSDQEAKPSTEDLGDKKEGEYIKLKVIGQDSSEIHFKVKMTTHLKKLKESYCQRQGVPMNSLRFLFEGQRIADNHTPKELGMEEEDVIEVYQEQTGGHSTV
Scp-1 inhibitor – Scp-1 phosphatase inhibitors, primary screen, biochemical, colorimetric, uHTS; Carboxy-terminal domain RNA polymerase II polypeptide A small phosphatase 1 (Homo …; Recombinant Scp1, phosphopeptide, malachite green phosphate absorbance; inhibition, % at 20 µM; actives 0.88% (n = 340,000); AID 493091, 2011;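 active = inhibition above about 50% at 20 µM, limit read from the data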;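 note: plate controls were DMSO wells with enzyme for no effect and wells lacking enzyme for full effect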
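Test system: SCP-1 phosphatase catalytic domain, residues 76-261 | Compound dosing: One concentration, 20 µM, with 1.0% DMSO | Schedule: 45 min room-temperature reaction, 5 min colour, 30 min stabiliser | Detection: Absorbance at 630 nm | Read-out basis: % inhibition of SCP-1 phosphate liberation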
STEP inh – STEP phosphatase inhibitors, primary screen, biochemical, fluorescence intensity, uHTS. recombinant STEP, OMFP fluorogenic substrate. inhibition, % at 20 µM. Tyrosine-protein phosphatase non-receptor type 5 (Homo sapiens), P54829. actives 0.25% (n = 360,000);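 active = inhibition at 20 µM, scaled per plate between control wells, above about 37%, limit read from the data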;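 note: 0% = DMSO with enzyme and substrate and 100% = substrate only without enzyme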
Target sequence (P54829 whole entry, looked up): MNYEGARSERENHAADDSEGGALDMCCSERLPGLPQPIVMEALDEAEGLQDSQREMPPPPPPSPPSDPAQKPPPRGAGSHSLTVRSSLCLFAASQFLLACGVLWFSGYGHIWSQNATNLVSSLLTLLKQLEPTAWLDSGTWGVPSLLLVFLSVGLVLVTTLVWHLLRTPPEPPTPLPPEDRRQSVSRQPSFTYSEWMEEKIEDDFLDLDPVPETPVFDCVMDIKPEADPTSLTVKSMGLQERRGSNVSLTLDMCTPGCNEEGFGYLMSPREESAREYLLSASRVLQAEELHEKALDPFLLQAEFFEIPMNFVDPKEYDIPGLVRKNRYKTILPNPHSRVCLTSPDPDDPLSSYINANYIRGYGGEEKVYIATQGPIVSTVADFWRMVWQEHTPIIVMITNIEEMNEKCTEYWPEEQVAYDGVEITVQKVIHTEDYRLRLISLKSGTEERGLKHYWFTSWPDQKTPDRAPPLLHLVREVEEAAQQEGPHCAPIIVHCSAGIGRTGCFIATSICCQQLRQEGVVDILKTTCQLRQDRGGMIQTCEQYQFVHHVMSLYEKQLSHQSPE
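Measure: Control-normalized % inhibition with plate pattern correction | Test system: STEP phosphatase, cell-free reaction | Medium: pH 6.0 Bis-Tris with DTT and Tween 20 | Technique: Fluorescence, 480/540 nm | Times: Reaction 20 min, ambient temperature | Doses: Single compound dose of 20 µM, 1% DMSO final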
CSN inh – inhibitors of CSN-mediated cullin deneddylation, primary screen, biochemical, fluorescence polarization, uHTS. inhibition, % at 12.5 µM. Purified CSN, SCF-Nedd8-OG deneddylation. actives 0.38% (n = 360,000);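 active = pattern-corrected inhibition above about 35%, with an unprinted fluorescence ratio check between 0.5 and 1.5, limit read from the data, passing the limit was not always enough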;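 note: 0% = enzyme with substrate and 100% = substrate without enzyme; some results filed as inactive read as strong as hits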
Target sequence (Q92905 whole entry, looked up, one chain of several): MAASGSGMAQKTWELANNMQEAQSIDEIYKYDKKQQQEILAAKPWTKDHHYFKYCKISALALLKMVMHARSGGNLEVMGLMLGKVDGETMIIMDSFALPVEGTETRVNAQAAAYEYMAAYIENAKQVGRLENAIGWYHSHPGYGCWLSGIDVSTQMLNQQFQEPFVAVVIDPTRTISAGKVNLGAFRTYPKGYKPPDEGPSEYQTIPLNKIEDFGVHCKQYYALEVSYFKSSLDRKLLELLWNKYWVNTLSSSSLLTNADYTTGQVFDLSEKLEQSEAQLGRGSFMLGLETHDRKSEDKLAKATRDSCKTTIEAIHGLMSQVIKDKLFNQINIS
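Assay system: HEK293T-derived human Csn5 enzyme; quantity: 0.24 nM enzyme; medium: Tris/NaCl/DTT buffer, pH 7.5; also added: substrate SCFSkp2-Nedd8OG, 10 nM; doses: 12.5 µM compound; schedule: 90 min reaction at room temperature; signal: FP; read-out: % inhibition of substrate cleavage by Csn5; benchmarks: substrate-only high control, full reaction low control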
NadD block – inhibitors of S. aureus NadD, primary screen, biochemical, colorimetric, uHTS; purified NadD enzyme, colorimetric absorbance read-out; inhibition, % at 20 µM; actives 0.78% (n = 360,000); AID 602399, 2012; in the data active = inhibition above about 26%; note: some compounds past the cut are filed as inactive
MsrA inh – bovine MsrA enzyme inhibitors, primary screen, biochemical, absorbance, HTS | purified bovine MsrA, absorbance read-out | inhibition, % at 15.5 µM | actives 0.75% (n = 360,000) | AID 651718, 2012; in the data active = inhibition above about 4.5%;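 note: 0% = vehicle wells with enzyme and 100% = reference inhibitor wells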
DNMT1 inh – human DNMT1 methyltransferase inhibitors, primary screen, biochemical, molecular beacon, fluorescence, HinP1I cleavage, uHTS; DNA (cytosine-5)-methyltransferase 1 (Homo sapiens), P26358; inhibition (reported as % activation of signal), % at 10 µM; actives 0.83% (n = 360,000); AID 588458, 2011; in the data active = inhibition above about 50%
TbMetRS inhib – T. brucei MetRS inhibitors, primary screen, biochemical, luminescence | inhibition, % at 11.9 µM | purified T. brucei MetRS, ATP depletion, Kinase-Glo luminescence | methionyl-tRNA synthetase (Trypanosoma brucei brucei) | actives 0.4% (n = 360,000);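 active = inhibition above a per-plate cutoff of the control wells' mean inhibition plus 3 SD, cut at about 5.5% in these data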;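 note: 0% = DMSO wells median and 100% = median of wells with control inhibitor compound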
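assay system = parasite MetRS enzyme | timing = 15 min preincubation, 2 h reaction, all 25 °C | evaluation = percent inhibition relative to median high and low control wells | medium = HEPES buffer containing pyrophosphatase, BSA, spermine, DTT | compound = single dose, 11.9 µM final nominal, 0.9% final DMSO | detection = Kinase-Glo luminescence, ATP depletion format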
* hit, by the source's call; i = inactive; · = no result given. This is a random part of the collection. About 3.9% of those tested had a hit in this group.

SMILES	Rpn11 block	LMPTP block	SUMO1 PPI mod	Scp-1 inhibitor	STEP inh	CSN inh	NadD block	MsrA inh	DNMT1 inh	TbMetRS inhib
Cc1ccc(S(=O)(=O)N/N=C/c2ccc(OS(=O)(=O)c3ccc(C)c([N+](=O)[O-])c3)cc2)cc1	i	0.9	-11	-11	0	-1	17	-0.2	-8	-0.6
CCOc1ccc(C(=O)COC(=O)C2COc3ccccc3O2)cc1 (centres undefined)	i	-0.6	1	-6	-3	-7	-2	0.0	-1	0.0
Cc1ccc(N(CC(=O)NC2CCCCC2)C(=O)CCC(=O)Nc2nccs2)cc1	i	-0.5	-2	-5	2	-3	-1	0.5	0	-0.2
CCOC(=O)c1csc(NC(=O)CCS(=O)(=O)c2ccc(Cl)cc2)n1	i	-1.1	-6	·	0	2	0	0.1	5	-0.4
COc1ccc(C2CCCN2C(=O)Nc2ccc(Cl)cc2)cc1OC (centres undefined)	i	1.2	4	-12	-2	-1	2	0.1	-4	-0.3
CC(C)Oc1ccc(NC(=O)Oc2ccccc2)cc1	i	0.6	22	-6	1	-2	-8	2.1	-5	-0.5
COc1cc2c(cc1OC)-c1cc(Nc3ccc(C)cc3)nc(=O)n1CC2	i	1.3	11	-1	1	1	8	4.4	1	-0.8
CCCN(C(=O)Cc1nc(N)n[nH]1)C1(C(=O)Nc2ccccc2C)CCCCC1	i	-1.2	-1	1	-1	11	-3	0.6	2	-0.6
COCC(=O)N(CCN(C)C)Cc1cc2cc3c(cc2nc1Cl)OCO3	i	-0.9	2	-6	1	-4	-3	0.8	5	0.1
COc1cc(CCC(=O)Nc2c(C(=O)N3CCN(c4ccccc4)CC3)oc3ccccc23)on1	i	0.9	1	-2	-1	4	-6	-0.4	0	-0.7
CCOC(=O)CSc1nc2cccnc2n1C	i	-1.0	1	-6	2	-6	1	1.2	2	0.5
CCOC(=O)N1CCN(C(=O)CSc2nc3c(cnn3-c3ccccc3)c(=O)[nH]2)CC1	i	-5.8	10	-8	-2	5	-6	0.1	4	0.9
Cc1ccc2c(cnn2C(=O)CCC(=O)NCc2cccc(Br)c2)c1	i	0.0	0	2	3	3	-2	1.0	-4	-0.1
CC(=O)Nc1sc2c(c1-c1nc3ccccc3s1)CN(C(C)C)CC2	·	0.1	-18	-4	-4	-72	-4	1.0	78*	-0.1
C[C@@H]1CN([C@@H](C)CO)C(=O)c2cc(NS(=O)(=O)c3ccc(F)cc3)ccc2O[C@@H](C)CCCCO[C@H]1CN(C)C(=O)NC1CCCCC1	i	-1.2	5	·	1	1	6	-0.7	-4	0.4
C=C1CC[C@@H]2[C@](C)(CO)[C@H](O)CC[C@@]2(C)[C@@H]1C/C=C1/C(=O)OCC1O (some centres undefined)	i	-1.6	1	-1	0	-1	-5	1.5	2	-0.4
Nc1nonc1NC(=O)NN=C1CCCCC1	i	-0.3	0	0	-1	-13	1	-0.4	7	-1.0
N#Cc1c(NC(=O)COC(=O)c2ccc(F)cc2)sc2c1CCC2	i	-1.2	0	2	3	3	3	0.0	9	-0.4
CC1(C2CC(C(F)(F)F)n3nc(C(=O)O)cc3N2)CC1 (centres undefined)	i	-0.7	2	-3	-4	1	5	-0.2	-6	-1.0
CN(C)c1ccc(C=Nc2ccccc2C(N)=O)cc1	i	0.1	-3	-4	0	-3	0	5.6*	7	-0.2
COc1ccccc1CNC(=O)C1(NC(=O)Nc2ccc(C)cc2)CCCCC1	i	-0.3	3	-5	4	0	3	1.0	0	-0.2
O=C(c1ccco1)N1CCN(Cc2nnc(-c3cccc(Cl)c3)o2)CC1	i	-1.7	1	-3	-1	-3	0	-0.6	1	-0.4
CC(C)c1ccc(NC(=O)CSc2n[nH]c(=O)n2-c2ccc3c(c2)OCCO3)cc1	i	-0.6	2	-15	1	1	1	-0.6	-3	1.3
Cc1ccc2nc(SCc3nc4c(cnn4-c4ccccc4)c(=O)[nH]3)[nH]c2c1	i	0.2	0	-4	10	-1	12	-0.4	-8	-0.8
COc1ccc(-n2c(SCC(=O)Nc3cc(C)on3)nc3c([nH]c4ccccc43)c2=O)cc1OC	i	0.8	1	-1	1	4	-3	0.2	6	-0.5
Cc1cccc(NC(=O)c2ccoc2C)n1	i	-2.3	3	-6	-2	3	-3	-0.8	0	-1.0
CCCC(=O)Nc1ccc(C(=O)NCC2CCCO2)cc1 (centres undefined)	i	-1.7	0	-2	-4	3	-6	-1.2	-2	-0.2
Cc1ccc(N(CC(=O)NC(C)(C)C)C(=O)CNC(=O)c2cccs2)c(C)c1	i	0.7	-4	-5	-2	1	-7	-0.8	4	-0.8
O=C(CCN=C1NS(=O)(=O)c2ccccc21)OCC(=O)c1ccc(F)c(F)c1	i	0.6	5	-5	1	1	-3	0.5	-1	-0.2
CNc1ccc(Br)cc(C(=O)/C=C/c2cccc(OC)c2OC)c1=O	i	15	6	0	8	15	20	1.9	23	-0.7
COc1ccc(/C(N)=N/OC(=O)Cc2ccccc2OC)cc1	i	0.9	-3	-2	-2	2	-7	-0.6	2	0.4
CCc1ccc(/C(C)=N/Nc2cc(Cl)nc(C)n2)cc1	i	3.3	-2	-1	1	2	-3	0.9	6	0.7
CC(C)n1c(O)c(/C=C2\C=NN=C2c2ccccc2)sc1=S	i	2.1	-2	-2	0	-4	-1	0.5	2	-0.5
O=C(NC1CCCCC1)c1ccc2[nH]c(=O)c(=O)[nH]c2c1	i	-1.4	-1	-7	-3	-2	-5	1.6	1	0.1
Cc1ccc(C)c(-c2cc(C(=O)Nc3nccs3)c3ccccc3n2)c1	i	0.4	4	-4	0	3	14	0.3	-13	-0.7
CCOCCCNC(=O)c1cc2c(s1)-c1ccccc1SC2	i	-1.8	-8	-7	7	-2	1	3.1	-2	0.3
O=C(OCC(=O)c1cccs1)C1=COCCO1	i	-0.1	2	-11	-2	5	-1	-0.2	4	-0.5
O=C(Nc1ccncc1)OCc1ccccc1	i	2.8	-3	-2	0	-6	-1	1.3	0	-0.1
N#CCN1CCN(CCC(=O)Nc2ccc(OCc3ccccc3)cc2)CC1	i	-2.0	-5	-6	-2	2	-4	-0.5	-3	-0.7
Cc1ccccc1Oc1ccc2c(c1)[C@@H]1C[C@H](N(C)C(=S)Nc3ccc(F)cc3)[C@H]([C@H](C)O)C(=O)N1CC2	i	2.8	5	·	0	0	9	-0.1	-15	-0.7

Rewritten bar-delimited: part of the list above.
Structure | Rpn11 block | LMPTP block | SUMO1 PPI mod | Scp-1 inhibitor | STEP inh | CSN inh | NadD block | MsrA inh | DNMT1 inh | TbMetRS inhib
CCOCCCNC(=O)c1cc2c(s1)-c1ccccc1SC2 | i | -1.8 | -8 | -7 | 7 | -2 | 1 | 3.1 | -2 | 0.3
O=C(OCC(=O)c1cccs1)C1=COCCO1 | i | -0.1 | 2 | -11 | -2 | 5 | -1 | -0.2 | 4 | -0.5

The list goes on:
SMILES	Rpn11 block	LMPTP block	SUMO1 PPI mod	Scp-1 inhibitor	STEP inh	CSN inh	NadD block	MsrA inh	DNMT1 inh	TbMetRS inhib
CC1C=Cc2ccccc2N1C(=O)c1ccccc1 (centres undefined)	i	-2.1	-2	-10	0	4	-5	-1.3	1	-0.4
O=C(NCCC1=CCCCC1)c1ccc(Cl)c(S(=O)(=O)N2CCOCC2)c1	i	-1.5	7	-5	3	-5	-1	0.3	-1	0.3
CC1CN(N=Cc2ccc([N+](=O)[O-])o2)C(=N)O1 (centres undefined)	i	-1.1	-37	1	0	0	2	2.4	-5	-0.2
CCOc1ccc2c(c1)-c1c(ssc1=S)C(C)(C)N2C(=O)CSC1=NCCS1	i	2.4	-12	4	6	0	7	2.2	-6	-0.3
Cc1ncc(S(=O)(=O)c2ccc(Cl)cc2)c(N)n1	i	-0.5	-5	7	-1	7	1	0.3	7	0.5
CC(=O)Nc1ccc(S(=O)(=O)NCCC(=O)N2CCN(C(c3ccccc3)c3ccccc3)CC2)cc1	i	0.6	3	0	0	-3	-5	0.2	-1	-0.7
CCCc1nc(NC(C)=O)c(C#N)c(-c2ccco2)c1CC	i	0.1	-1	-9	-4	-2	-8	1.0	-5	-0.2

Among those listed so far, these contain a thiophene ring, fused or not.
SMILES	Rpn11 block	LMPTP block	SUMO1 PPI mod	Scp-1 inhibitor	STEP inh	CSN inh	NadD block	MsrA inh	DNMT1 inh	TbMetRS inhib
CC(=O)Nc1sc2c(c1-c1nc3ccccc3s1)CN(C(C)C)CC2	·	0.1	-18	-4	-4	-72	-4	1.0	78*	-0.1
N#Cc1c(NC(=O)COC(=O)c2ccc(F)cc2)sc2c1CCC2	i	-1.2	0	2	3	3	3	0.0	9	-0.4
Cc1ccc(N(CC(=O)NC(C)(C)C)C(=O)CNC(=O)c2cccs2)c(C)c1	i	0.7	-4	-5	-2	1	-7	-0.8	4	-0.8
CCOCCCNC(=O)c1cc2c(s1)-c1ccccc1SC2	i	-1.8	-8	-7	7	-2	1	3.1	-2	0.3
O=C(OCC(=O)c1cccs1)C1=COCCO1	i	-0.1	2	-11	-2	5	-1	-0.2	4	-0.5
